VP16 counter: counter-screen for ROR gamma inhibitors: Gal4-VP16 reporter. Drosophila S2 Gal4-VP16 UAS-luciferase, luminescence, 20 h. Potency, µM (doses to about 53.6 µM), for the others: at the highest dose activity, negative = inhibition, actives largely listed as inhibitors. 3.5% of 310,000 active. AID 2546;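 further: Gal4-VP16 expression switched on by copper sulfate through the metallothionein promoter; on the % scale 0 is the no-effect control and ±100 the full control effect; nearly all actives have a fitted effect of over 50% in size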
BRCA1 expr up: activators of BRCA1 expression | MCF7-BRCA1-FFLuc reporter, luminescence, 48 h; response scale: scaled: vehicle 0%, 10 µM genistein 100% | Potency, µM (top dose mostly 46.1 µM), inactives show top-dose activation, actives largely listed as activators | 1.1% of 380,000 active | AID 624202; further: nearly all actives have a fitted effect of over 80% in size; some results filed as inactive show a strong effect at the top dose
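Luminescence from a BRCA1-driven firefly luciferase in MCF7 cells was read after 48 h compound exposure at 37 C. Data normalized against DMSO and a 10microM genistein activation control, then curve-fitted across the titration.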
NPC1 prom act: NPC1 promoter activation | 2.4% of 320,000 active | AID 485313 | Potency, µM (highest dose often 9.22 µM), for the others: at the top dose activation, hits mostly activators | Huh7 NPC1 promoter luciferase reporter, 24 h;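 further: % of control where 0% means no effect; nearly all actives have a fitted effect of over 60% in size; reporter is driven by a mutant NPC1 promoter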
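Compounds in DMSO were transferred onto Huh7 NPC1-luciferase reporter cells pre-incubated 2 h; after 24 h at 37 °C, Amplite reagent was dispensed and luminescence recorded 10 min later.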
uPA generation: inhibitors of cell surface uPA generation; AID 540303; cell surface uPA generation assay, qHTS; 0.31% of 330,000 active; Potency, µM (series often up to 38.3 µM), without a hit: at the highest dose activity change, negative = inhibition, most hits filed as inhibitors; active means well fitted inhibition curve with a large enough effect; inconclusive means small, poorly fitted or top-dose-only effect; inactive means no such curve, though single readings can be large or run the other way; tested in mouse RAW 264.7 cells; further: on the % scale 0 is the no-effect control and ±100 the full control effect; nearly all actives have a fitted effect of over 55% in size
FLuc counter: inhibits or activates purified firefly luciferase, miR-21 counter-screen | purified FLuc, Km substrates, luminescence inhibition | Potency, µM (series often up to 57.5 µM), for the others: top-dose activity change, negative = inhibition, most hits filed as inhibitors | 6.9% of 360,000 active | AID 588342 | P08659;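 further: plate controls were vehicle for no effect and reference inhibitor for full effect; nearly all actives have a fitted effect of over 55% in size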
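Biochemical qHTS of compounds, final roughly 60 µM downward over six points, against 10 nM purified firefly luciferase using Km concentrations of substrates (10 uM D-luciferin, 10 uM ATP) in Tris acetate pH 7.5 buffer; luminescence output.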
Rab9 promoter act: activates the Rab9 promoter | AID 485297 | Huh7 Rab9 promoter-luciferase reporter, luminescence, 24 h | 2.8% of 320,000 active | Potency, µM (titrated, usually from 9.22 µM), inactives show at the top dose activation, negative = inhibition, usual class: activators; further: % of control where 0% means no effect; nearly all actives have a fitted effect of over 60% in size
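Luciferase signal after 10 min detection reagent at ambient indicates Rab9 promoter upregulation; stably transfected Huh7 cells were treated 24 h with compound in DMSO at 37 °C, 5% CO2.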
ELG1 genotoxic: inducers of genotoxicity in HEK293T ELG1-luciferase cells; HEK293T ELG1-luciferase reporter, luminescence, 16 h; Potency, µM (titrated, usually from 46 µM), inactives show at the highest dose activity change, positive = activation, hits mostly activators; 1.3% of 330,000 active; further: % of control where 0% means no effect; nearly all actives have a fitted effect of over 60% in size
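Reporter readout depends on ELG1 protein level, which increases with genetic stress. After 16 hr compound exposure at 37 °C, luciferase activity was quantified using ONE-Glo.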
RORg inh: inhibitors of mouse ROR gamma transcriptional activity. Potency, µM (titrated, usually from 53.6 µM), inactives show at the highest dose activity change, negative = inhibition, hits mostly inhibitors. Drosophila S2 Gal4-RORgamma UAS-luciferase reporter, 20 h. P51450. AID 2551. 5.4% of 310,000 active; further: on the % scale 0 is the no-effect control and ±100 the full control effect; nearly all actives have a fitted effect of over 60% in size
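Luminescence from a UAS-regulated Photinus luciferase reporter in stably transfected Drosophila Schneider cells is measured; decreased signal marks ROR gamma inhibition. Fusion expression is induced by 700 uM copper sulfate for 20 hr.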
p53 reactivator: mutant p53 re-activation in reporter cells. H1299 p53-A138V BP100-luciferase reporter, luminescence, 24 h. Potency, µM (top dose mostly 92.2 µM), for the others: at the highest dose activity change, positive = activation, actives largely listed as activators. 0.063% of 320,000 active; further: % of control where 0% means no effect; nearly all actives have a fitted effect of over 45% in size
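p53-null H1299 cells stably carrying temperature-sensitive p53-A138V and a BP100-luciferase reporter were pinned with compounds (4-point, 1:5 series) and held 24 hrs at 37 deg C. Luminescence was read 10 min after detection reagent.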
MBNL1 CUG block: MBNL1-poly(CUG) RNA binding inhibition; Q9NR56; TR-FRET MBNL1-His/biotin-(CUG)12 binding, 665/545 ratio; Potency, µM (series often up to 57.5 µM), for inactives: at the top dose activity change, negative = inhibition, most hits filed as inhibitors; 0.036% of 280,000 active; active means well fitted inhibition curve with a large enough effect in the signal ratio, with a control signal flat, not every such curve was filed as active; inconclusive means small, poorly fitted or top-dose-only effect, or effect the other way, or a change in a side signal; inactive means no such curve, though single readings can be large or run the other way; the % refers to the signal ratio; further: on the % scale 0 is the no-effect control and ±100 the full control effect
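TR-FRET readout: Ex 340 nm, 665/545 nm emission ratio, normalized to buffer-only (basal) and MBNL1-(CUG)12 controls. Complex of MBNL1-His with Biotin-(CUG)12, compounds 92 nM–58 uM, incubated 60 min at room temperature.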
CXXC DNA block: MLL CXXC-DNA interaction inhibition | Q03164 | MLL-CXXC / FITC-HOXA9 DNA fluorescence polarization | Potency, µM (series often up to 115 µM), inactives show at the top dose activity change, negative = inhibition, most hits filed as inhibitors | 0.037% of 290,000 active; active means well fitted inhibition curve with a large enough effect in the polarisation, with a control signal flat, not every such curve was filed as active; inconclusive means small, poorly fitted or top-dose-only effect, or effect the other way, or a change in a side signal; inactive means no such curve, though single readings can be large or run the other way; the % refers to the polarisation
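Purified MLL-CXXC (added from a 7 uM solution) was preincubated 5 min at ambient with pinned compounds in 50 mM Tris-HCl pH 7.5, 50 mM NaCl, 1 mM DTT, 0.05% BSA. Fluorescein-labeled HOX-A9 DNA (50 nM solution) followed, 30 min, then polarization read.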
The depositor's hits bear a star; ? = inconclusive; nt = not tested or not shown; & = joins results of further samples; [ ] = another dose, or the depositor's remark. Unless noted, the call rests on the fitted dose curve; in most records, active means well fitted curve in the direction sought with a large enough effect; inconclusive means small, poorly fitted or top-dose-only effect, or another doubt; inactive means no such curve, though single readings can be large; an effect the other way counts as inactive or inconclusive. Potency means the concentration at half of the fitted maximal effect. This is a subset; the hit share may differ from the screen's.

Compound,VP16 counter,BRCA1 expr up,NPC1 prom act,uPA generation,FLuc counter,Rab9 promoter act,ELG1 genotoxic,RORg inh,p53 reactivator,MBNL1 CUG block,CXXC DNA block
Cc1ccc(-c2noc(CN3C(C)CCCC3C)n2)cc1 (configuration not stated),-18%,41%,5%,12%,?,1%,21µM*,-29%,-2%,-15%,-2%
CCN1C(=O)CSC1=Nc1ccc(OC)cc1,-1%,-2%,-1%,-1%,2%,0%,4%,-1%,nt,-9%,3%
Cc1ccc(C(=O)NC(C)c2ccc(-n3ccnc3)cc2)cc1S(=O)(=O)N1CCOCC1 (configuration not stated),nt,-8%,1%,-5%,3%,-7%,3%,nt,-6%,nt,nt
C=CCNC(=O)COc1ccc(S(=O)(=O)NC2CCCCC2)cc1,-5%,0%,0%,9%,1%,-3%,-2%,17%,12%,-7%,5%
C=CCn1c(SCC(=O)NCC)nc2sc3c(c2c1=O)CCC3,16%,-19%,-4%,-4%,0%,4%,?,-36%,-5%,-1%,8%
C/C(=N\NC(=S)NCCc1ccccc1)c1ccc(O)cc1O,?,-37%,3%,1%,?,-5%,-5%,?,3%,?,48%[activator]
O=C(NCc1ccc(F)cc1)C1CCN(C(=O)Nc2ccc(F)cc2)CC1,-8%,-11%,5%,-2%,2%,-16%,-2%,13%,5%,-5%,8%
COC(=O)c1cc2ccccc2c(=O)s1,7%,3%,3%,3%,12%,-5%,-1%,-9%,?,?,0%
COc1ccc(S(=O)(=O)N2CCC(C(=O)NCC3CCCO3)CC2)cc1 (configuration not stated),-1%,9%,3%,nt,1%,1%,-3%,1%,-3%,-4%,-1%
O=C(CCCc1nc2ccccc2s1)NCc1ccccc1F,-9%,43%,0%,-1%,-5%,-2%,1%,?,-1%,-24%,11%
CCC1(C)Cc2c(sc3nc(SC)nc(N)c23)CO1 (configuration not stated),-4%,43%,-3%,6%,-23%,8%,7%,2%,-5%,2%,-2%
Cn1c(=O)oc2cc(S(=O)(=O)N3CCCC(C(=O)NCCN4CCOCC4)C3)ccc21 (configuration not stated),0%,5%,-6%,8%,9%,-11%,7%,-3%,1%,-4%,2%
CCOC(=O)Cn1cc(/C=N/NC(=O)c2cc3ccccc3o2)c2ccccc21,7%,1%,4%,?,13µM*,-3%,0%,?,0%,?,-7%
CCCCNC(=O)CC1N=C2c3ccccc3N=C(SCC(=O)Nc3ccccc3C)N2C1=O (configuration not stated),0%,-43%,0%,5%,1%,9%,11%,22%,2%,-1%,4%
COc1ccc(C(=O)CSc2nnnn2Cc2ccccc2)cc1,-8%,1%,-2%,2%,-10%,-3%,2%,1%,4%,-7%,-1%
O=c1cc(-c2ccncc2)oc2c1ccc1ccccc12,-10%,-12%,-2%,6%,-12%,-7%,-9%,-34%[1.91 µM],nt,0%,-2%
CCCc1ccc(OCC(O)CN2CCN(CCO)CC2)cc1 (configuration not stated),nt,7%,-6%,-1%,-1%,-2%,-2%,nt,nt,-4%,1%
Cc1cc(=O)oc2cc(OCC(=O)OCC(=O)N3CCc4ccccc43)ccc12,-7%,0%,-2%,2%,-2%,?,0%,23%,1%,0%,0%
Cc1csc2c(=O)n(CCO)c(=O)[nH]c12,6%,12%,-1%,2%,-1%,-5%,0%,-12%,-1%,6%,7%
COc1cccc(-c2nn(-c3ccc(F)cc3)cc2C(=O)NCC2CCCO2)c1 (configuration not stated),nt,-8%,0%,-1%,17µM*,-2%,-6%,nt,-4%,nt,nt
CCn1nnc(NC(=O)CSc2ccc(Cl)cc2)n1,10%,4%,1%,nt,-1%,6%,-1%,1%,2%,-7%,2%
O=C(CSc1nnc(Cc2csc(Nc3cccc(Cl)c3)n2)o1)N1CCc2ccccc21,4%,-5%&-15%,-1%,-1%,2%,-7%,-20%,-3%,-5%,50%[activator],2%
NC(=O)c1cc(S(=O)(=O)Nc2ccc(OC(F)(F)F)cc2)cs1,?,-11%,-4%,1%,2%,2%,-5%,15%,?,-4%,18%
CCNc1ccc(C(=O)OCC)cc1NC(=O)c1cccc(S(=O)(=O)N2CCOCC2)c1,2%,4%,2%,-4%,2%,-11%,1%,11%,-7%,2%,-13%
CCOc1ccc(NC(=O)CCCN2C(=S)NC(C)(C)CC2C)cc1 (configuration not stated),?,-16%,1%,-3%,1%,3%,-1%,?,-13%,nt,2%
N#Cc1ccc(C23CC4(C2)[C@H](CN(Cc2ccc(C(F)(F)F)cc2)[C@@H]4c2ccccc2)C3c2ccc(C(F)(F)F)cc2)cc1 (some centres not stated),-7%&7%,0%,-2%,10%,0%,-1%,-2%,-11%&8%,1%,7%,17%
CCOC(=O)c1c(CN2CCOCC2)n(-c2ccccc2)c2cc(Br)c(O)c(CN(C)C)c12,0%,-26%,-2%,-2%,3%,4%,0%,-12%,-2%,6%,-6%
CCC(=O)N1CC2(CC(c3cccc([N+](=O)[O-])c3)=NO2)C[C@H]1C(=O)NCC(N)=O (some centres not stated),-2%,10%,0%,9%,-1%,0%,1%,-12%,-1%,?,0%
N=C1S/C(=C\c2cccc3ccccc23)C(=O)N1c1ccc(F)cc1,?,-83%,-14%,-8%,6%,-4%,-1%,?,-1%,-14%,-3%
O=C(NCC1CCCN(C(=O)Cc2ccccc2Cl)C1)c1ccc(F)cc1 (configuration not stated),0%,0%,1%,-4%,-6%,8%,-2%,44%,3%,-14%,-4%
CC1CCN(C(=O)c2cc3ccccc3cc2O)CC1,23%,2%,16%,4%,8%,5%,2%,0%,5%,5%,19%
Cc1cc(OCC(=O)NCCN2CCOCC2)cc(C)c1Br,1%,0%,6%,-3%,0%,3%,-11%,14%,-4%,10%,10%
COc1cccc(-c2ccc(SCC(=O)N3CCN(c4ccccc4)CC3)nn2)c1,-12%,-70%,3%,1%,?,-5%,-22%,19%,3%,-6%,1%
CCn1cc(C(=O)Nc2ccc3c(c2)OCCO3)c2cc(OC)c(OC)cc2c1=O,-6%,-5%,-3%,-7%,-10%,-12%,-6%,0%,1%,4%,4%
Cc1ccc(-c2csc(NC(=O)CSc3nc(C)cs3)n2)cc1,-1%,11µM*,?,-3%,?,22%,0%,-21%,?,5%,1%
CCC(C)[C@H](NC(=O)NCc1ccccn1)C(=O)OC (some centres not stated),-1%,0%,0%,nt,1%,-1%,3%,-13%,30%,6%,8%
Cc1ccc(C)c(NC(=O)CSc2nnc(-c3cc(C)[nH]n3)n2N)c1,-14%,-1%,4%,4%,2%,10%,1%,2%,1%,-23%,-1%
COc1ccnc(Oc2cccc(C(F)(F)F)c2)c1C(=O)N/C=N/OCc1ccccc1F,8%,-52%,1%,2%,5%,11%,-8%,12%,-3%,-10%,-13%
CCn1c(SCC(=O)Nc2cccc(C(C)=O)c2)nnc1C(C)C,3%,2%,-1%,-2%,2%,-8%,0%,13%,0%,-5%,3%
OCCN1CCN(Cc2cccc(Oc3ccc(Cl)cc3)c2)CC1,4%,0%,-4%,nt,-3%,2%,-6%,9%,?,12%,0%
Cn1c(=O)cc(OCCCC(=O)NCc2ccc3c(c2)OCO3)c2ccccc21,14%,-34%,0%,-12%,0%,15%,?,25%,-13%,6%,-11%
CCOc1cc(NC(=O)C2CC2)c(OCC)cc1NC(=O)c1cccc(F)c1,-12%,-11%,-2%,-1%,-1%,0%,1%,6%,-1%,2%,1%
NC(=O)C(c1ccc(Cl)cc1)c1ccc(Sc2ccccc2)nn1 (configuration not stated),-2%,-22%,-3%,-4%,1%,12%,-9%,?,-1%,5%,14%
O=C(/C=C/c1ccc(OC(F)F)cc1)OCC(=O)N1CCC(c2ccccc2)=N1,nt,3%,-2%,16%,1%,-9%,-4%,nt,-2%,nt,nt
c1ccc(Cc2nc3ccccc3n2Cc2ccccc2)cc1,18µM*,-34%,-3%,-5%,-2%,-9%,-5%,?,-10%,1%,11%
O=C(O)CN(c1ccccn1)S(=O)(=O)c1ccccc1,5%,0%,-2%,-5%,-1%,-2%,-6%,-20%,-3%,-1%,0%

Screens from PubChem.
